Assay outcomes as filed in PubChem.
FXIa inh = factor XIa (human) inhibition. P03951. purified FXIa, Boc-Glu-Ala-Arg-AMC fluorogenic substrate. inhibition, % at 5 µM. 220,000 tested, 0.14% active. AID 798;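 active = inhibition of at least 40%; inactive = inhibition below 40%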;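 also: fluorescence of freed AMC excited at 355 nm; 0% = enzyme without compound and 100% = no enzyme blank; many of its hits are not listed in these tables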
hK5 inh = blocks human kallikrein 5 protease activity. Q9Y337. recombinant hK5, fluorogenic AMC substrate cleavage. inhibition, % at 5 µM. 210,000 tested, 0.59% active;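 active = inhibition of 40% or more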;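 also: 0% = enzyme controls without compound and 100% = no-enzyme blanks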
Target sequence (Q9Y337 67-293 limits assumed): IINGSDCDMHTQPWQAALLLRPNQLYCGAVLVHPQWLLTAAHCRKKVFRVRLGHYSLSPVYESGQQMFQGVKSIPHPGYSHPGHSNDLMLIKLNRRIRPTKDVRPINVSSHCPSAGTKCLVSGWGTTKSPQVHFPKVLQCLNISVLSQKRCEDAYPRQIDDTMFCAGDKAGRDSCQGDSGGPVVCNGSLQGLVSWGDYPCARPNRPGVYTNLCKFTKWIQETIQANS
Wee1 degr inh = blocks degradation of human Wee1 kinase | reporter increase, % at 5 µM | P30291 | 220,000 tested, 1.2% active | AID 1321 | HeLa Luc-Wee1K328M stability, luciferase luminescence; 100% = proteasome inhibitor MG132 effect;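 active = activation above the mean of all tested compounds plus 3 SD, set per screening run, cut at about 8.8% in these data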;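 also: cells exposed to compound for 20 h before luminescence read; 0% = DMSO alone and 100% = MG132 at 30 µM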
Runt-SMMHC FRET = Runt domain-CBFb-SMMHC interaction inhibition; Cerulean-Runt/Venus-CBFb-SMMHC FRET ratio 530/480, 1 h; inhibition, % at 20 µM; 220,000 tested, 0.74% active; Q01196+Q13951;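 active = mean inhibition across duplicate retests at 20 µM reaching about 50%, limit read from the data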;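 also: 0% = DMSO wells and 100% = wells with excess untagged CBFb-SMMHC; inhibitors lower the FRET ratio by blocking Runt binding to CBFb-SMMHC; some results filed as inactive read as strong as hits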
thrombin 1536 = thrombin (human) inhibition; P00734; alpha-thrombin, Boc-VPR-AMC fluorogenic substrate cleavage; 220,000 tested, 0.26% active; inhibition, % at 5 µM;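 active = inhibition at or above 40%; inactive = inhibition below 40%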;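 also: 0% = enzyme with no compound and 100% = wells without enzyme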
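Test system: human alpha-thrombin; medium: pH 7.5 Tris-saline with Tween 20; times: reaction at room temperature; signal: AMC fluorescence at 355 nm excitation and 460 nm emission; also added: Boc-VPR-AMC substrate, 15 µM final; dosing: one concentration per compound, 5 µM, with 0.2% DMSO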
Runt-CBFb FRET = Runt domain-CBFb interaction inhibition; Q01196+Q13951; Cerulean-Runt/Venus-CBFb FRET ratio 530/480, 1 h; inhibition, % at 20 µM; 220,000 tested, 0.46% active; AID 1496;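 active = inhibition over about 50% at 20 µM in the single-dose screen, limit read from the data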;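 also: 0% = DMSO wells and 100% = excess unlabeled CBFb competitor control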
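Reagent – Venus-CBFb binding partner, 100 nM · Assay system – Cerulean-tagged RUNX1 Runt domain (FRET donor) fusion protein · Input – 100 nM per protein · Incubation – two 1 h room-temperature incubations shielded from light · Measured by – FRET fluorescence · Medium – Tris buffer pH 7.5 with salts and BSA · Benchmarks – unlabeled CBFb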
14-3-3 Bad PPI = disrupts binding of bovine 14-3-3 zeta to phospho-Bad peptide. 220,000 tested, 0.71% active. TR-FRET 14-3-3zeta/Dy647-pBad peptide displacement, 1 h. inhibition, % at 21.7 µM;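 active = inhibition above about 70%, limit read from the data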;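 also: 0% = full 14-3-3 plus peptide FRET controls and 100% = background without 14-3-3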
FXIIa inh = factor XIIa (human) inhibition | P00748 | purified FXIIa, Boc-QGR-AMC fluorogenic substrate, 2 h | inhibition, % at 5 µM | 220,000 tested, 0.3% active | AID 800; in the data active = inhibition above about 40%;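 also: 0% = enzyme with no compound and 100% = blank without enzyme; many of its hits are not listed in these tables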
Hck Nef HTS = human Hck-Nef kinase inhibition; inhibition, % at 20 µM; AID 463187; P08631; 220,000 tested, 0.68% active; Recombinant Hck-YEEI plus Nef, Z-Lyte FRET kinase assay;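 active = Hck-Nef kinase inhibition above about 50%, limit read from the data; inactive = inhibition below that limit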;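 also: 0% = DMSO with Hck plus Nef and 100% = Hck alone without Nef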
Target sequence (P08631 whole entry, looked up): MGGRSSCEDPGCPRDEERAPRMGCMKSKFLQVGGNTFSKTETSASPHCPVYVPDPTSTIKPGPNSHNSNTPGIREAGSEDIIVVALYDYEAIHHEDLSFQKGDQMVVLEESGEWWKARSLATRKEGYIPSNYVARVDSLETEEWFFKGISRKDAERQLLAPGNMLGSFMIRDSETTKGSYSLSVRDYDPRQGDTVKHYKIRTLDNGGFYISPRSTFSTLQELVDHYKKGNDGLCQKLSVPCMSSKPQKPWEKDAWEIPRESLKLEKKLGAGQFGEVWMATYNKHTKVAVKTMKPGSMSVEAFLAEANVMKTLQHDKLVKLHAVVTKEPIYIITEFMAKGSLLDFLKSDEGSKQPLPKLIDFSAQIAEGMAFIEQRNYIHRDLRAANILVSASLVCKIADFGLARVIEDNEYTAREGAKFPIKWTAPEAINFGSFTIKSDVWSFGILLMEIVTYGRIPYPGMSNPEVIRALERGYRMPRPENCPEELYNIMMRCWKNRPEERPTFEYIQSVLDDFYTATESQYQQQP
Numbers without * were called inactive; / = not tested or not shown; [ ] = dose if it differs, or a comment.

SMILES	FXIa inh	hK5 inh	Wee1 degr inh	Runt-SMMHC FRET	thrombin 1536	Runt-CBFb FRET	14-3-3 Bad PPI	FXIIa inh	Hck Nef HTS
CC1CCCN(CC(O)CN)C1 (stereo not drawn)	5	-9	3	-4	0	-1	-2[fluorescence artefact?]	11	10
Cn1c(=N)n(CC(=O)O)c2ccccc21	4	-29	-2	-6	2	-1	18[fluorescence artefact?]	18	-1
COc1ccc(/C=C/C(=O)Nc2nnc(C(C)C)s2)cc1OC	-1	-1	5	1	-9	-1	3	4	26
C#CCN1C(=O)C(O)(c2c(C)[nH]c3ccccc23)c2ccccc21 (stereo not drawn)	5	3	-3	-3	5	0	4	17	32
O=C1c2ccccc2NC(c2ccco2)N1NS(=O)(=O)c1ccccc1 (stereo not drawn)	-4	-5	-1	2	-12	-2	-12	1	28
N#CC(c1ccccn1)c1ncc(C(F)(F)F)cc1Cl (stereo not drawn)	-2	-19	-1	-3	0	-2	-6	-7	-14
CCc1c(C)nc(N)c(C#N)c1-c1ccccc1	3	4	-3	/	6	/	0	9	30
CCOC(=O)N1CCC(n2c(=S)[nH]c3cc(OCC)c(OCC)cc3c2=O)CC1	-5	-13	-4	-2	-9	1	27[fluorescence artefact?]	-20	-4
Clc1ccccc1-c1csc(Nc2cccnc2)n1	-3	-1	2	-8	-1	1	-2	5	1
O=c1c2ccccc2oc2nc3ccn(Cc4ccncc4)c(=O)c3cc12	2	-169	1	-20	0	-4	8[fluorescence artefact?]	2	0
CCOC(=O)c1c(CN2CCN(CCO)CC2)n(C)c2cc(Br)c(OC)cc12	3	12	-3	-2	6	1	8	9	3
Cc1c(C(=O)Nc2ccc3c(c2)OCCO3)sc2nc(-c3ccccc3)cn12	5	-4	4	-3	-1	-9	-3	11	9
CCOc1ccc(NC(=S)NC2CC3CCC(C2)N3Cc2ccco2)cc1 (stereo not drawn)	0	2	-2	-6	-1	2	-4	9	16
CC(SC#N)C(=O)C12CC3CC(CC(C3)C1)C2 (stereo not drawn)	1	3	0	-4	-3	0	-4	11	28
CCN(CC)C(=O)CSc1nc2ccccc2c(=O)n1OC(C)C	-4	-26	0	2	-4	-1	11	0	-2
CC(C)CCn1c(Sc2nc3ccccc3s2)nc2c1c(=O)[nH]c(=O)n2C	2	2	-1	0	2	-2	8[fluorescence artefact?]	6	1
Cc1nc(-c2cccc(S(=O)(=O)N3CCCCC3)c2)cs1	1	0	-2	1	0	2	-8	8	14
CCOc1ccc(S(=O)(=O)c2c(C(=O)c3ccc(C)cc3)cnc3cc4c(cc23)OCCO4)cc1	2	-7	-1	-31	-14	-12	-50	6	1
CN1CCN(C(=S)c2cn(Cc3ccccc3)c3ccccc23)CC1	-2	-8	2	0	2	-9	-4	7	13
CCOc1ccc(-c2cc(N)n(S(=O)(=O)c3ccc(OC)c(OC)c3)n2)cc1	6	2	2	-5	1	-7	4	5	1
O=C(N1CCOCC1)N1CCN(c2nc(-c3ccc(F)cc3)cs2)CC1	2	-14	-1	0	0	2	-4[fluorescence artefact?]	15	0
CC1CCC(NC(=O)Cn2c(=O)[nH]c3ccsc3c2=O)CC1 (stereo not drawn)	0	17	2	-2	0	1	9	12	0
Cc1c(NC(=O)c2ccco2)cccc1C(=O)NN1C(=O)c2ccccc2C1=O	-4	-4	0	-3	-6	1	-6	/	-36
COC(=O)C1=C(N)N(c2ccccc2C(F)(F)F)C2=C(C(=O)CCC2)C1c1ccc2c(c1)OCO2 (stereo not drawn)	2	15	-1	3	-1	-4	-11	12	-2
Cn1c(=O)c(C(=O)CSc2nncs2)c(N)n(Cc2ccccc2)c1=O	-4	1	1	-1	-2	-1	-14	1	0
Carrying on.
SMILES	FXIa inh	hK5 inh	Wee1 degr inh	Runt-SMMHC FRET	thrombin 1536	Runt-CBFb FRET	14-3-3 Bad PPI	FXIIa inh	Hck Nef HTS
Cc1ccccc1OCC(=O)N/N=C/c1cn(C)c2ccccc12	3	3	1	1	-3	-3	4	10	27
COC(=O)c1ccc(/C=N/OCC(=O)NCc2ccc(F)cc2)cc1	0	5	-1	1	1	0	0	7	9
O=C(NCCCn1ccnc1)c1cc([N+](=O)[O-])cc([N+](=O)[O-])c1	10	-5	-1	-1	2	0	12	16	4
CC1(C)CC(C(CC(=O)O)c2ccccc2)CCO1 (stereo not drawn)	-13	5	-2	-3	-2	1	-1	-15	1
CCc1ccc(NC(=S)N(Cc2ccccc2)Cc2ccccn2)cc1	-2	1	2	-2	4	-47	-22	8	19
CCn1cc(C(C)NC(=O)COc2ccc(Cl)cc2C)c(C)n1 (stereo not drawn)	-7	-2	1	2	4	1	6	14	3
CCCn1c(=O)c(/C(N)=N/O)nn(-c2cccc(C(F)(F)F)c2)c1=O	-1	-3	-3	1	-4	0	-4	4	5
FC(F)Sc1nc2ccccc2[nH]1	-1	0	-1	3	-9	11	0	15	12
COc1ccc(C2CCCN2C(=S)Nc2ccccc2C)cc1OC (stereo not drawn)	-3	-8	2	1	-1	-1	-12	5	1
CSc1cc(C)n(-c2ccccc2)c(=S)c1C(C)=O	2	46*	0	-5	20	3	-10	18	7
CN(CCC#N)C(=O)COC(=O)c1ccc(CNS(=O)(=O)c2ccc(F)c(Cl)c2)cc1	1	-7	3	-2	2	-2	0[fluorescence artefact?]	3	0
Cn1c(OCc2cccnc2)nc2c1c(=O)n(Cc1ccc(Br)cc1)c(=O)n2C	10	5	-3	0	2	-2	6	20	0
N/C(=N\OC(=O)CCC1CCCC1)c1ccc([N+](=O)[O-])cc1	-7	-15	-2	-1	-4	-4	-12	0	16
CC(c1cccs1)N(C(=O)Nc1ccccc1)C1CCCCC1 (stereo not drawn)	1	-8	-2	-2	1	-1	-16	8	0
O=S1(=O)C=CC(Nc2cccc(Cl)c2)C1 (stereo not drawn)	6	-11	3	3	3	-1	-5	8	-1
O=C1Nc2ccccc2C1(O)c1ccccc1 (stereo not drawn)	-4	-6	3	1	-12	-2	-2	5	-4
O=C(NCc1ccco1)Nc1ccc(Br)cc1Cl	-12	-26	5	-6	2	0	-4	-10	0
Cn1sc(NC(=O)c2ccccc2)nc1=O	-2	7	1	0	4	0	46	0	0
CCCCNC(=S)Nc1ccccc1F	5	-8	-2	-3	-2	-1	2	8	0
CCc1ccccc1NC(=O)CSc1nnc(Cn2nnc3ccccc32)n1C	8	-11	-1	2	1	-1	-6[fluorescence artefact?]	12	9
Cc1onc(-c2c(Cl)cccc2Cl)c1C(=O)N1CCN(c2ccccc2)CC1	-3	-7	-1	3	-6	0	-4	2	-6
Cc1ccccc1C(=O)NN(C)c1nc2ccccc2nc1C(F)(F)F	-1	-3	2	1	-3	2	8	0	-1
Cc1ccccc1OCc1nc2ccc(S(=O)(=O)N3CCOCC3)cc2[nH]1	-4	2	-3	11	-3	28	9	-4	0
Nc1ncnc2c1ncn2[C@H]1C[C@H](O)[C@@H](COP(=O)(O)O)O1	5	-4	-2	-1	1	-1	-7[fluorescence artefact?]	10	-6
O=C(O)CSc1ncnc2scc(-c3ccc(Br)cc3)c12	1	-3	2	-11	1	-3	5	6	8

4 entries from above, reformatted.
The line under a structure holds: FXIa inh	hK5 inh	Wee1 degr inh	Runt-SMMHC FRET	thrombin 1536	Runt-CBFb FRET	14-3-3 Bad PPI	FXIIa inh	Hck Nef HTS
- CN(CCC#N)C(=O)COC(=O)c1ccc(CNS(=O)(=O)c2ccc(F)c(Cl)c2)cc1
 : 1	-7	3	-2	2	-2	0[fluorescence artefact?]	3	0
- Cc1ccccc1OCc1nc2ccc(S(=O)(=O)N3CCOCC3)cc2[nH]1
 : -4	2	-3	11	-3	28	9	-4	0
- Nc1ncnc2c1ncn2[C@H]1C[C@H](O)[C@@H](COP(=O)(O)O)O1
 : 5	-4	-2	-1	1	-1	-7[fluorescence artefact?]	10	-6
- Cc1ccccc1C(=O)NN(C)c1nc2ccccc2nc1C(F)(F)F
 : -1	-3	2	1	-3	2	8	0	-1

Retrieved one by one from the entries so far:
SMILES	FXIa inh	hK5 inh	Wee1 degr inh	Runt-SMMHC FRET	thrombin 1536	Runt-CBFb FRET	14-3-3 Bad PPI	FXIIa inh	Hck Nef HTS
O=S1(=O)C=CC(Nc2cccc(Cl)c2)C1 (stereo not drawn)	6	-11	3	3	3	-1	-5	8	-1
CCc1ccccc1NC(=O)CSc1nnc(Cn2nnc3ccccc32)n1C	8	-11	-1	2	1	-1	-6[fluorescence artefact?]	12	9

(further entries)
SMILES	FXIa inh	hK5 inh	Wee1 degr inh	Runt-SMMHC FRET	thrombin 1536	Runt-CBFb FRET	14-3-3 Bad PPI	FXIIa inh	Hck Nef HTS
COc1cc(S(=O)(=O)Nc2c(C)cc(C)cc2C)ccc1Cl	5	-6	3	3	-1	1	-5	14	-25
Cc1ccc(S(=O)(=O)CCNC(=O)Cc2ccc(Cl)cc2)cc1	-7	-22	-3	-5	-1	0	-7	-9	1
CN1C(=O)c2cccc(N(C)C)c2C1=O	17	0	-2	-23	-7	-7	2	19	1
O=C(O)C1CC=CCC1C(=O)NC12CC3CC(CC(C3)C1)C2 (stereo not drawn)	-10	5	-1	2	-1	2	0	-10	6
COc1ccc(NC(=O)c2ccccc2NC(=O)c2ccco2)c(OC)c1	3	-10	4	-4	4	0	-18	14	1
CCOc1ccc(C(=O)NC(=S)Nc2ccc(NC(=O)c3ccco3)cc2)cc1[N+](=O)[O-]	24	-9	3	-15	2	1	62	25	5
Cc1ccc(-n2ncc3c(NCc4ccco4)ncnc32)cc1C	-3	-4	3	1	-8	-1	7	3	23
CN(C)CCCNc1oc(-c2ccc(Cl)cc2)nc1C#N	4	3	1	-5	-4	3	-11	3	8
CC1(C)Cc2c(sc(NC(=O)c3ccco3)c2C(=O)O)CO1	-2	-9	1	0	-6	2	0	1	-2
